Source: PubChem (National Center for Advancing Translational Sciences (NCATS))
TDP1 cell CPT: qHTS for Inhibitors of human tyrosyl-DNA phosphodiesterase 1 (TDP1): qHTS in cells in presence of CPT; chicken DT40 Tdp1-/-;hTDP1 cells + 20 nM CPT, ATP luminescence, 48 h; Potency, µM (titrated, usually from 46.2 µM), for inactives: at the highest dose activity change, negative = growth inhibition, hits mostly inhibitors; actives 12% (n = 420,000); AID 686979, 2013; also: nearly all actives have a fitted effect of over 55% in size
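Chicken DT40 Tdp1-/- cells complemented with human TDP1, 400 cells/well, exposed to compounds plus 20 nM camptothecin for at least 48 h at 37 C; viability read as ATP content by CellTiter-Glo luminescence.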
DT40 TDP1 no CPT: qHTS for Inhibitors of human tyrosyl-DNA phosphodiesterase 1 (TDP1): qHTS in cells in absence of CPT; DT40 Tdp1-/- hTDP1 cells, no CPT, ATP luminescence, 48 h; Potency, µM (doses to about 46.2 µM), for inactives: at the top dose activity change, negative = growth inhibition, hits mostly inhibitors; actives 15% (n = 420,000); AID 686978, 2013; also: nearly all actives have a fitted effect of over 55% in size
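DT40 Tdp1-/-;hTDP1 cells, no CPT (DMSO vehicle only), 400 cells/well; compounds pin-transferred; ≥48 hr, 37 °C; CellTiter-Glo 30 min RT dark, luminescence read.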
GCN5L2 inh: qHTS Assay for Inhibitors of GCN5L2; GCN5L2 HAT assay, ThioGlo1 CoA-SH fluorescence; actives 0.21% (n = 390,000); Histone acetyltransferase KAT2A (Homo sapiens), Q92830; Potency, µM (series often up to 58.9 µM), without a hit: top-dose activity change, negative = inhibition, most hits filed as inhibitors
Target sequence (Q92830 whole entry, looked up): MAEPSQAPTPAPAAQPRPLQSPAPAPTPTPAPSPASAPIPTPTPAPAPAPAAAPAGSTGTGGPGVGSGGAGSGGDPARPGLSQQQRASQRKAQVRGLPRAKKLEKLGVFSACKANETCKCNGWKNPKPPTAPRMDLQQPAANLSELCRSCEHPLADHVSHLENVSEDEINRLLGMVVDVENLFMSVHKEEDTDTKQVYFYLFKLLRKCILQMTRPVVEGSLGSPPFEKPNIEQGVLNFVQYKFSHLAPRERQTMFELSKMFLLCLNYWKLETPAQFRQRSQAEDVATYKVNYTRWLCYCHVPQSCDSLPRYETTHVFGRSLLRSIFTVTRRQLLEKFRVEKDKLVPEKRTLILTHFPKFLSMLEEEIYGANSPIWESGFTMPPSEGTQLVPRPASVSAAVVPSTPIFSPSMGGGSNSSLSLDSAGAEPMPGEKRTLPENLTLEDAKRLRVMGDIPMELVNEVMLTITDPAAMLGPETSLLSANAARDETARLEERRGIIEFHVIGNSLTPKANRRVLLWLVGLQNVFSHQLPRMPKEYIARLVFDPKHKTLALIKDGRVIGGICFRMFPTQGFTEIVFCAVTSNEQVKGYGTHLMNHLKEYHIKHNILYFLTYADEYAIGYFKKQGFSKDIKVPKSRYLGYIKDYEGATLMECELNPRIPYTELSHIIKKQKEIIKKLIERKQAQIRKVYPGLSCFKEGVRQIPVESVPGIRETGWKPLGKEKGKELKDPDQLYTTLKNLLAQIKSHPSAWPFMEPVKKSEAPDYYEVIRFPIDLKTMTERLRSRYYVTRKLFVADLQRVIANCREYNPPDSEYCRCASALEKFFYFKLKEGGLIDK
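qHTS, 1536-well. 20nM enzyme, pH 7.5 HEPES/EDTA/Tween-20 buffer; 15 min compound preinc., RT. Start: 75uM H3(1-25), 70uM AcCoA, 50uM ThioGlo1. Read Ex340/Em540 at t=0 (autofluorescence flag) and t=20 min.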
Starred values were filed as active, the others as inactive; ? = inconclusive; . = not tested or not shown; & = joins results of further samples; [ ] = another dose, or the depositor's remark. Calls follow the shape of the dose curve; as a rule, active = well fitted curve in the direction sought with a large enough effect; inconclusive = small, poorly fitted or top-dose-only effect, or another doubt; inactive = no such curve, though single readings can be large; an effect the other way counts as inactive or inconclusive. % is scaled to controls: 0 for no effect and ±100 for the full control effect; potency is read from the fitted curve at half-maximal effect. Not a hit list; overall some 18% were active at least once.

SMILES	TDP1 cell CPT	DT40 TDP1 no CPT	GCN5L2 inh
COc1c(C)cc(C(=O)C2CCCN(Cc3ccc(Oc4ncccn4)cc3)C2)cc1C (stereo not given)	?	15µM*	2%
O=C(CNS(=O)(=O)c1ccc(Br)s1)N1CCN(c2ccc(F)cc2)CC1	?	23µM*	-8%&-8%
Cc1ccc2nc(-c3cccc(S(=O)(=O)N4CC(C)OC(C)C4)c3)cn2c1 (stereo not given)	?	15µM*	-3%
COc1ccc(-c2cc(C(F)(F)F)nc(SCC(=O)NCc3ccc(Cl)cc3)n2)cc1	-2%	?	-6%
CCc1ccccc1NC(=O)CCNS(=O)(=O)c1cc(Br)cnc1N	0%	16%	-7%
CCc1ccc(OCC(=O)Nc2ccc(S(=O)(=O)Nc3ccccn3)cc2)cc1	16%	-2%	0%
COc1ccc(CCNCCC(c2ccccc2)c2ccccc2)cc1OC	18µM*	18µM*	.
CN(C(=O)c1ccc2c(c1)N(Cc1ccc(F)cc1)C(=O)c1ccccc1S2(=O)=O)C1CCCCC1	23µM*	16µM*	-13%
COc1ccc(S(=O)(=O)CCC(=O)Nc2cc(C)ccc2OC)cc1	-13%	-32%	-12%
Cc1ccc(-c2nnn(CC(=O)N(CC(=O)NC(C)C)c3cnc4ccccc4c3)n2)o1	-1%	-10%	-8%
CCOc1ccc(-c2cn(-c3ccc(OC)cc3)c(SC)n2)cc1	-19%	?	-11%
Cc1cccc(C)c1NC(=S)N1CCOCC1	-3%	-13%	1%
O=c1cc(-c2cccnc2)oc2c1ccc1ccccc12	?	23µM*	-6%
COCc1cc(C)nc(SCC(=O)NCC2CCCO2)c1C#N (stereo not given)	-9%	-2%	-2%
Cc1ccccc1-n1c(N)cc(=O)[nH]c1=S	2%	-12%	-3%
O=C1c2ccccc2NC(c2ccccc2OCc2ccccc2)N1Cc1ccco1 (stereo not given)	11µM*	10µM*	.
COc1ccccc1CNC(=O)C(CC(C)C)NS(=O)(=O)c1ccc2c(c1)oc(=O)n2C (stereo not given)	-2%&-18%	-13%&-11%	-3%&-7%
O=C(CCN1C(=O)c2ccccc2C1=O)NC(=S)Nc1ccccc1Cl	6%	-18%	-9%
COc1ccc(CC2SC(N)=NC2=O)cc1 (stereo not given)	22%	3%	-1%
CCOC(=O)c1cnc2cc(F)c(F)cc2c1N1CCOCC1	?	?	-8%
O=C(CCn1[nH]c(=O)c2ccccc2c1=O)N1CCOCC1	-17%	0%	-2%
CCOC(=O)NN1C(=O)c2ccccc2NC1c1cccc(O)c1 (stereo not given)	7%	?	-1%
CCOC(=O)N1CCC(N(C(=O)Nc2cccc(OC)c2)C(C)CC)CC1 (stereo not given)	21µM*	10µM*	-21%
CCOc1ncccc1C(=O)N1CCN(C(=O)c2ccccc2)CC1	8%	12%	-6%
CSc1ccc(C(=O)C2CCCN(C(=O)c3csc(C(C)=O)c3)C2)cc1 (stereo not given)	-16%	?	-1%
SMILES	TDP1 cell CPT	DT40 TDP1 no CPT	GCN5L2 inh
COc1cc(OC)cc(-c2cc3nc(C)c(CCC(=O)Nc4ccc(F)c(Cl)c4)c(C)n3n2)c1	18µM*	16µM*	0%
Cc1cccc(C)c1NC(=O)C1c2ccccc2OCC(=O)N1CCc1c[nH]c2ccccc12 (stereo not given)	-3%	-28%	.
Cc1c(NC(=O)CN(c2ccccc2)S(=O)(=O)c2ccc(F)cc2)c(=O)n(-c2ccccc2)n1C	15%	-13%	-11%
ClC/C=C/C[n+]1ccccc1Cl	-27%	-13%	.
COc1cc2nc(CN(CCO)C3CS(=O)(=O)CC3O)nc(N3CCCCC3)c2cc1OC (stereo not given)	-6%[9.04 µM]	-4%	.
NC(=O)c1nsc(C(=O)N(CC(=O)NC2CCCCC2)Cc2ccc3c(c2)OCO3)c1N	?	?	.
CC1CCCN(S(=O)(=O)c2ccc(NC(=O)C3CC(=O)N(c4ccccc4)C3)cc2)C1 (stereo not given)	-3%	?	-7%
COC(=O)c1cc(=O)n(Cc2ccc(OC)c(OC)c2)c(=Nc2ccc(F)cc2)s1	16µM*	15µM*	-7%
O=C(NC1CC1)C1CCN(C2CCN(C(=O)Cc3ccc(F)cc3)CC2)CC1	0%	-2%	-2%
CCOC(=O)C1(Cc2ccc(OC)cc2)CCN(C(=O)C2CC(=O)N(C3CC3)C2)CC1 (stereo not given)	-5%	-16%	1%
CS(=O)(=O)c1ccc2nc(NC(=O)CN3CCOCC3)sc2c1	22%	1%	-3%
Clc1ccc(NCc2nnc3n2CCCCC3)cc1	5%	9%	-3%
CC(=O)Nc1cccc(NC(=O)CSc2n[nH]c(-c3ccccc3)n2)c1	-1%	6%	4%
COc1ccc2oc(=O)c(C(=O)n3ccc(C)n3)cc2c1	0%	0%	-8%
CSc1ccc(CN2CCC(Cc3ccccc3)CC2)cc1	?	?	-10%
Cc1ccc(-c2nnc(OCCN3CCOCC3)c3ccccc23)cc1	?	?	-1%
Cn1c(=O)c2c(SCC(=O)Nc3ccccc3F)nc(C3CC3)nc2n(C)c1=O	?	?	-7%
COc1cccc(N(CC(=O)NCCN2CCOCC2)S(=O)(=O)c2ccccc2)c1	-1%	-8%	2%
COc1cccc(OC)c1C(=O)OCC(=O)N(c1ccccc1)C1CCCCC1	15µM*	8.2µM*	-15%
COc1ccc(/C=N/NC(=O)c2nnn(-c3nonc3N)c2-c2cccs2)c(OC)c1	-2%	11%	-17%
O=C(NCc1nc(-c2ccccc2)no1)c1ccc(Br)o1	-25%	?	-1%
COc1ccccc1C(=O)NC1CCSc2ccccc21 (stereo not given)	?	-7%	-18%
CC(=O)Nc1ccc(NC(=O)C(C)OC(=O)c2c(NC(C)=O)sc(C)c2C)cc1 (stereo not given)	-7%	-20%	-3%
Cc1ccc(SCCNC(=S)Nc2cc(C)ccc2C)cc1	?	?	0%
CN1CCN(c2cc(=O)n(Cc3ccc(F)cc3)c(=O)[nH]2)CC1	-12%	-16%	-5%
SMILES	TDP1 cell CPT	DT40 TDP1 no CPT	GCN5L2 inh
O=C(Nc1csc([N+](=O)[O-])c1)Nc1ccccc1Cl	21µM*	23µM*	0%
N#Cc1ccccc1S(=O)c1ccccc1C(=O)Nc1ccccc1 (stereo not given)	10%	-21%	-18%
CCOc1ccc(C2C(C(N)=O)=C(C)Nc3nc(SCc4ccccc4)nn32)cc1 (stereo not given)	-18%	-2%	-10%
COc1cc(C(=O)NCC(=O)NC(C)CCc2ccccc2)cc(OC)c1OC (stereo not given)	-21%	19%	-23%
S=c1[nH]nc(-c2ccc(Cl)cc2)n1/N=C/c1ccco1	-18%	?	-7%
COCCOC1CCN(C(=O)C2CCC(=O)N(CCc3ccccc3)C2)CC1 (stereo not given)	-12%	-9%	1%
Cc1ccc(C(=O)/C=C/c2ccccc2[N+](=O)[O-])cc1	?	18µM*	-4%
CC(CCc1ccccc1)NC(=O)c1ccc(NC(=O)c2ccccc2)cc1 (stereo not given)	15µM*	10µM*	2%
COc1ccc(NC(=O)CSC2=Nc3ccccc3C3=NC(CC(=O)NCc4ccc5c(c4)OCO5)C(=O)N23)cc1 (stereo not given)	-23%	-8%	-3%
O=C(Nc1ccc(-c2nc3ccccc3[nH]2)cc1)c1ccc2c(c1)OCO2	?	18µM*	-2%
CCOc1ccc(C(=O)Nc2c3c(nn2-c2cccc(C)c2C)CS(=O)C3)cc1 (stereo not given)	11%	-11%	-12%
CC1(C(=O)NS(=O)(=O)c2cccc(Cl)c2)CCN1C(=O)C/C=C/c1ccccc1 (stereo not given)	-14%	-9%	.
COc1ccc(OCc2cc(-c3ccc(Cl)cc3)no2)cc1	-15%	-1%	-5%
CC(C)n1c(N2CCN(C(=O)c3cccs3)CC2)nc2ccccc21	?	23µM*	2%
O=C(CNc1n[nH]c(=O)[nH]c1=O)N/N=C/C1CC=CCC1 (stereo not given)	-3%	?	-6%
O=C(Nc1ccc(CN2CCOCC2)cc1)c1ccc(-c2cccc([N+](=O)[O-])c2)o1	21µM*	16µM*	-8%
CC(=O)NC(CCS(C)(=O)=O)C(=O)Nc1cc(C)on1 (stereo not given)	4%	-13%	0%
CCN(CC)CCCNC(=O)CSc1c2c(nc3cc(Cl)ccc13)CCCC2	8.2µM*	5.8µM*	0%&-3%
COc1ccc(C(=O)NC(C)c2csc(C)n2)cc1OC1CCN(C(C)=O)CC1 (stereo not given)	-5%	12%	-4%
Cc1cc(C)c(C)c(OCCCN(C)C)c1	-13%	?	-1%
O=C(COC(=O)c1cc(S(=O)(=O)N2CCCC2)ccc1O)NCc1ccccc1	-16%	-17%	5%
Cc1cc(NC(=O)CCCN2C(=O)c3cccc4cccc(c34)C2=O)no1	1%	-11%	-1%
CC(C)N1C(=O)C(Cc2nc3ccccc3c(=O)n2-c2ccccc2)c2ccccc21 (stereo not given)	?	-21%	20%
O=C(N/N=C/CCc1ccccc1)C1CCCCC1	0%	10%	-4%
COC(=O)CC1C(=O)NCCN1C(=S)Nc1cccc(C(F)(F)F)c1 (stereo not given)	-2%	11%	-8%

Shown in markdown: entries from further up
| Structure | TDP1 cell CPT | DT40 TDP1 no CPT | GCN5L2 inh |
| --- | --- | --- | --- |
| O=C(Nc1csc([N+](=O)[O-])c1)Nc1ccccc1Cl | 21µM* | 23µM* | 0% |
| N#Cc1ccccc1S(=O)c1ccccc1C(=O)Nc1ccccc1 (stereo not given) | 10% | -21% | -18% |
| CCOc1ccc(C2C(C(N)=O)=C(C)Nc3nc(SCc4ccccc4)nn32)cc1 (stereo not given) | -18% | -2% | -10% |
| COc1cc(C(=O)NCC(=O)NC(C)CCc2ccccc2)cc(OC)c1OC (stereo not given) | -21% | 19% | -23% |
| S=c1[nH]nc(-c2ccc(Cl)cc2)n1/N=C/c1ccco1 | -18% | ? | -7% |
| COCCOC1CCN(C(=O)C2CCC(=O)N(CCc3ccccc3)C2)CC1 (stereo not given) | -12% | -9% | 1% |
| Cc1ccc(C(=O)/C=C/c2ccccc2[N+](=O)[O-])cc1 | ? | 18µM* | -4% |
| CC(CCc1ccccc1)NC(=O)c1ccc(NC(=O)c2ccccc2)cc1 (stereo not given) | 15µM* | 10µM* | 2% |
| COc1ccc(NC(=O)CSC2=Nc3ccccc3C3=NC(CC(=O)NCc4ccc5c(c4)OCO5)C(=O)N23)cc1 (stereo not given) | -23% | -8% | -3% |
| O=C(Nc1ccc(-c2nc3ccccc3[nH]2)cc1)c1ccc2c(c1)OCO2 | ? | 18µM* | -2% |
| CCOc1ccc(C(=O)Nc2c3c(nn2-c2cccc(C)c2C)CS(=O)C3)cc1 (stereo not given) | 11% | -11% | -12% |
| CC1(C(=O)NS(=O)(=O)c2cccc(Cl)c2)CCN1C(=O)C/C=C/c1ccccc1 (stereo not given) | -14% | -9% | . |
| COc1ccc(OCc2cc(-c3ccc(Cl)cc3)no2)cc1 | -15% | -1% | -5% |
| CC(C)n1c(N2CCN(C(=O)c3cccs3)CC2)nc2ccccc21 | ? | 23µM* | 2% |
| O=C(CNc1n[nH]c(=O)[nH]c1=O)N/N=C/C1CC=CCC1 (stereo not given) | -3% | ? | -6% |
| O=C(Nc1ccc(CN2CCOCC2)cc1)c1ccc(-c2cccc([N+](=O)[O-])c2)o1 | 21µM* | 16µM* | -8% |
| CC(=O)NC(CCS(C)(=O)=O)C(=O)Nc1cc(C)on1 (stereo not given) | 4% | -13% | 0% |
| CCN(CC)CCCNC(=O)CSc1c2c(nc3cc(Cl)ccc13)CCCC2 | 8.2µM* | 5.8µM* | 0%&-3% |
| COc1ccc(C(=O)NC(C)c2csc(C)n2)cc1OC1CCN(C(C)=O)CC1 (stereo not given) | -5% | 12% | -4% |
| Cc1cc(C)c(C)c(OCCCN(C)C)c1 | -13% | ? | -1% |
| O=C(COC(=O)c1cc(S(=O)(=O)N2CCCC2)ccc1O)NCc1ccccc1 | -16% | -17% | 5% |
| Cc1cc(NC(=O)CCCN2C(=O)c3cccc4cccc(c34)C2=O)no1 | 1% | -11% | -1% |
| CC(C)N1C(=O)C(Cc2nc3ccccc3c(=O)n2-c2ccccc2)c2ccccc21 (stereo not given) | ? | -21% | 20% |
